High-throughput results as filed in PubChem BioAssay.
APOBEC3G inh = blocks human APOBEC3G single-stranded DNA deamination; inhibition, % at 20 µM; Q9HC16; recombinant A3G, ssDNA deamination FAM/TAMRA fluorescence; AID 493012; 330,000 compounds, 0.28% hits;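 active means inhibition of at least 40% at 20 µM, with no more than 30% in the related APOBEC3A deaminase screen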;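 further: plate controls were DMSO wells with A3G for no effect and wells lacking A3G enzyme for full effect; some compounds called inactive have numbers as strong as hits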
Target sequence (Q9HC16 whole entry, looked up): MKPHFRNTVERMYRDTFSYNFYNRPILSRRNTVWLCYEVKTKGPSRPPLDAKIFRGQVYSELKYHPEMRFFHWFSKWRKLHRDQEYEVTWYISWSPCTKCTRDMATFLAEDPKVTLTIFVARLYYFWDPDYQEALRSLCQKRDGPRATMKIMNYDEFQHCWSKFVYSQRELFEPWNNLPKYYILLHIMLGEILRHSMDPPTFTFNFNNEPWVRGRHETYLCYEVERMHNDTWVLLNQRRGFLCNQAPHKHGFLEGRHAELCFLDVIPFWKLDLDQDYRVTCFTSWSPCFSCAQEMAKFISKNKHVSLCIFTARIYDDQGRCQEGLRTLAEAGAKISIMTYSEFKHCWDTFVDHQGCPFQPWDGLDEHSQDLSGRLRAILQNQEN
tim10-1 inh = inhibits growth of tim10-1 mutant yeast; S. cerevisiae tim10-1 ts strain growth, BacTiter-Glo, 24 h; inhibition, % at 20 µM; 330,000 compounds, 2.2% hits;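 active means inhibition of at least 40%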;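 further: mutant grown at 25 °C; 0% = DMSO wells with yeast and 100% = wells holding no yeast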
A3A deaminase = blocks human APOBEC3A ssDNA deamination; 330,000 compounds, 0.41% hits; recombinant A3A, FAM/TAMRA ssDNA deamination fluorescence; inhibition, % at 20 µM; P31941; AID 493011;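 active means at least 40% inhibition at 20 µM here, with at most 30% in a related deaminase screen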;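 further: plate controls were A3A with DMSO for no effect and wells lacking A3A enzyme for full effect; some results filed as inactive read as strong as hits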
beta cell repl = MIN6 beta-cell proliferation induction; MIN6 cells proliferation, ATPlite luminescence, 48 h; cells starved in 0.2% serum; 100% = growth in 10% serum; 330,000 compounds, 0.29% hits; AID 2380; proliferation, % at 10 µM;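 active means compounds whose signal lies at least 3.5 SD above the mean of all wells on their plate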;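 further: 0% = DMSO-treated cells in low-serum medium and 100% = 10% serum control; some compounds called inactive have numbers as strong as hits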
hIAP inh = blocks human intestinal alkaline phosphatase; purified IAP, CDP-Star luminescence, 30 min; inhibition, % at 10 µM; 330,000 compounds, 0.12% hits; AID 2544;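 active means inhibition reaching a set limit with compound at 10 µM in the primary screen, cut at about 35% in these data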;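 further: plate controls were DMSO wells with enzyme for no effect and no-enzyme buffer wells for full effect; values of inactives mirror those of a sister screen read the other way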
Target sequence (P09923 whole entry, looked up): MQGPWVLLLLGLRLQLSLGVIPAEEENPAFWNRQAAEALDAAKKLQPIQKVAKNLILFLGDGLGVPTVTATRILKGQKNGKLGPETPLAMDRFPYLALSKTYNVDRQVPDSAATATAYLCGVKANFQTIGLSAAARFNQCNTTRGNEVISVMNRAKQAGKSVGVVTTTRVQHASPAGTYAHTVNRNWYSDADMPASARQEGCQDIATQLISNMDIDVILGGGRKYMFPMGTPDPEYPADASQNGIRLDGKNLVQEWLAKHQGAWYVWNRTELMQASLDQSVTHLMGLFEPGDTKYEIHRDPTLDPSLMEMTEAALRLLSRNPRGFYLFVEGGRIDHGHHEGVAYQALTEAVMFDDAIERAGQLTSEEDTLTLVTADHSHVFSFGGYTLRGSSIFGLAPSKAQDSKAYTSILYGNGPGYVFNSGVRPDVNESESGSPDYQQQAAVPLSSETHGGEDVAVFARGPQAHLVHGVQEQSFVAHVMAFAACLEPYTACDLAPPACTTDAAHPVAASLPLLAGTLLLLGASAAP
NALP3 yeast inh = NALP3 inhibition in yeast | Yeast reconstituted NLRP3/ASC/caspase-1, beta-gal luminescence, 24 h | inhibition, % at 10 µM | 330,000 compounds, 0.39% hits;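 active means inhibition of 50% or more; inactive means inhibition below 50%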;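 further: plate controls were induced DMSO wells for no effect and uninduced yeast grown without galactose for full effect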
TIM10 inh = inhibits growth of TIM10 yeast strain | S. cerevisiae TIM10 strain growth, BacTiter-Glo luminescence, 24 h | inhibition, % at 10 µM | 330,000 compounds, 1.4% hits | AID 463195;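 active means inhibition of 40% or more at the single tested concentration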;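 further: wild-type TIM10 isogenic control strain grown at permissive 25 °C; 0% = DMSO yeast wells and 100% = minimal medium wells without yeast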
mIAP block = blocks mouse intestinal alkaline phosphatase; purified mouse IAP, CDP-Star luminescence, 30 min; inhibition, % at 10 µM; 330,000 compounds, 0.2% hits;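 active means inhibition of at least 40% at 10 µM in the primary screen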;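 further: plate controls were DMSO with enzyme for no effect and no enzyme wells for full effect; values of inactives mirror those of a sister screen read the other way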
mIAP activ = mouse IAP activation | muIAP, CDP-Star luminescence, 30 min; active compounds read high; 1 = vehicle-only enzyme signal, 0 = enzyme-free wells | activation factor at 10 µM | AID 2805 | 330,000 compounds, 0.24% hits;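 active means activation factor of at least 2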; further: the source names both 10 and 20 µM as test concentration; values of inactives mirror those of a sister screen read the other way
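Assay system: mouse IAP enzyme / Compound: DMSO-dissolved test compounds / Timing: 30 min, room temperature / Measured by: luminescence from enzymatic CDP-Star hydrolysis / Control set: DMSO-only wells, enzyme-free buffer wells as negative control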
* marks the source's active call; other numbers are inactive results.

Each structure is followed by: APOBEC3G inh | tim10-1 inh | A3A deaminase | beta cell repl | hIAP inh | NALP3 yeast inh | TIM10 inh | mIAP block | mIAP activ
CCOc1ccc(C2C(C(=O)c3ccco3)=C(O)C(=O)N2CCN2CCOCC2)cc1 (stereo not drawn)
→ -6 | 11 | -3 | -3 | -10 | 3 | -7 | 0 | 1
Cc1ccc(CNC(=O)C2CC3Cn4c(nc5cc(C)c(C)cc54)C3N2C)o1 (stereo not drawn)
→ -10 | 3 | -4 | -3 | -15 | 8 | 5 | -9 | 1.1
CC(C)C[C@H]1CN=C(Nc2ccccc2)N1CC1CCCCCC1
→ 27 | 24 | 1 | -7 | 5 | 16 | 11 | -14 | 1.1
COc1ccc(NC2CC(=O)NC2=O)cc1 (stereo not drawn)
→ -4 | 4 | -2 | 2 | -12 | 11 | -9 | 3 | 0.97
O=C(CN1C(=O)COc2ccc(S(=O)(=O)N3CCCCC3)cc21)NCc1ccc(F)cc1
→ 1 | -3 | -4 | -1 | 17 | 16 | 2 | -5 | 1.1
Clc1cccc(CN2CCc3c([nH]c4ccccc34)C2)c1
→ 5 | 45* | -11 | -4 | -6 | 8 | 35 | -12 | 1.1
O=C(CSC1=NS(=O)(=O)c2cc(F)ccc2N1)Nc1ccccc1
→ -3 | 17 | -2 | -2 | 4 | 10 | 12 | 13 | 0.87
COc1ccc(CCCC(=O)N/N=C/c2ccccc2OC)cc1
→ 6 | 8 | 2 | 1 | -10 | -6 | 1 | 1 | 0.99
Cc1ccc(N(C(C)C(=O)N2CCCC2)S(C)(=O)=O)cc1 (stereo not drawn)
→ -2 | 26 | -3 | 3 | 3 | 2 | 1 | -2 | 1
O=C(COc1ncnc2c(Cl)cc(Cl)cc12)NC1CCCCCC1
→ -4 | 24 | -3 | 0 | 10 | 14 | 3 | -4 | 1
O=C(O)c1cc(Cl)ccc1-c1ccc(/C=C/c2cc(C(F)(F)F)[nH]c(=O)n2)o1
→ 42 | 27 | 65 | 0 | 10 | 20 | 7 | 19 | 0.81
COc1cc(/C=N/Nc2ccnc(=O)[nH]2)ccc1O
→ -1 | 7 | 1 | -2 | -32 | -7 | 20 | 2 | 0.98
CN(C)S(=O)(=O)c1cc(NC(=O)CN2CCN(c3ccccc3F)CC2)ccc1Cl
→ -7 | 13 | 1 | -3 | -3 | 2 | 17 | -10 | 1.1
CCCCn1c(N)c(N(CC(C)C)C(=O)C2CC(=O)N(c3ccccc3C(C)CC)C2)c(=O)[nH]c1=O (stereo not drawn)
→ -8 | -17 | 9 | -1 | 0 | -9 | 8 | -9 | 1.1
Cc1cccc(NC(=O)Cn2cc(C=O)c3ccccc32)c1
→ -6 | 35 | -1 | -1 | 6 | 21 | 12 | -9 | 1.1
CC(NCCC1(Cc2ccccc2Cl)CCOC(C)(C)C1)c1cccs1 (stereo not drawn)
→ -1 | 12 | 2 | -3 | -18 | 0 | 13 | -4 | 1
CSc1ccccc1OCc1cc(C(=O)NCCc2nc(C)cc(C)n2)no1
→ -1 | 20 | 3 | -2 | -14 | 7 | -1 | 7 | 0.93
Cc1ccc(Cn2cccc(NC(=O)c3ccco3)c2=O)cc1
→ 0 | 9 | 0 | 2 | 17 | 22 | 9 | -8 | 1.1
CC1CCCN(C(=O)CSc2nnc3ccccn23)C1 (stereo not drawn)
→ -7 | -12 | -4 | -2 | -10 | 17 | 5 | -9 | 1.1
CC(C)Cn1c(C(C)C)nc([N+](=O)[O-])c1S(=O)(=O)c1ccc(F)cc1
→ -7 | 40 | -1 | -6 | -20 | 8 | 40* | -2 | 1
COc1ccc(-n2c(C)nn(C)c2=O)cc1
→ -1 | 5 | -2 | -3 | -14 | 1 | 0 | -4 | 1
CN(Cc1cccnc1)Cc1cn(C)nc1-c1cccc(Cl)c1
→ -6 | -7 | -1 | -3 | -8 | 4 | -32 | -13 | 1.1
Cc1cc(C)n2nc(SCC(=O)Nc3ccccc3F)nc2n1
→ -6 | -2 | -4 | -2 | 2 | 6 | -6 | -5 | 1.1
COCCCn1c(SCCc2ccccc2)nc2cc(OC)c(OC)cc2c1=N
→ -1 | -62 | 2 | -7 | -9 | 5 | -14 | -20 | 1.2
COc1ccc(/C=N/NC(=S)Nc2c(C)n(C)n(-c3ccccc3)c2=O)cc1OC
→ -6 | -12 | -2 | 0 | 1 | 6 | 0 | 1 | 0.99
CSc1nc(C)cc(SCC(=O)Nc2ccc(Cl)cc2Cl)n1
→ 1 | 22 | -2 | 0 | 10 | 27 | -1 | 0 | 1
Clc1ccc(OCc2cnc(Cl)s2)cc1
→ 4 | -1 | 0 | 2 | -6 | 15 | 8 | -13 | 1.1
Cc1ccc(S(=O)(=O)CC(=O)N(C)C)cc1
→ -4 | 11 | -3 | -2 | 9 | 12 | -1 | 1 | 0.99
Cc1nn(C)cc1CNC(=O)c1ccccc1Br
→ -6 | 15 | -2 | 2 | 6 | 2 | -4 | -6 | 1.1
CCCN(C(=O)c1cccs1)c1c(N)n(Cc2ccccc2)c(=O)[nH]c1=O
→ -4 | -5 | 1 | 0 | 2 | 15 | 10 | 4 | 0.96
CCSc1nnc(NC(=O)CC)s1
→ -6 | 4 | -4 | 1 | 22 | -6 | 2 | -1 | 1
O=C1CN(C(=O)CSc2nc3ccccc3n2CCc2ccccc2)c2ccccc2N1
→ -4 | 20 | -1 | 2 | 5 | 2 | 3 | -5 | 1
COC(=O)CCN1CCN(S(=O)(=O)c2cccc(Br)c2)CC1
→ -6 | 7 | -2 | 0 | 6 | 6 | 6 | 6 | 0.94
COC(=O)c1cc2occc2n1Cc1nc(-c2ccc(Cl)cc2)oc1C
→ -11 | 11 | -5 | 0 | 22 | -6 | -18 | 0 | 1
O=C(Nc1ccccc1-c1nnn(CC(=O)N2CCOCC2)n1)c1ccc(F)cc1
→ 3 | 13 | 2 | 3 | 2 | -8 | -8 | 4 | 0.96
O=C(Nc1cccc(C(F)(F)F)c1)C(Sc1ncnc2ccccc12)c1ccccc1 (stereo not drawn)
→ -8 | 6 | -5 | -5 | 4 | 8 | 15 | 10 | 0.9
CCCCN(C)CCCNC(=O)CN1C(=O)CSc2ccc(S(=O)(=O)N3CCOCC3)cc21
→ 0 | 21 | 4 | -1 | 9 | 16 | -11 | 0 | 1
O=C(CSc1ccccc1F)NC(=O)c1ccccc1Br
→ -6 | 12 | -1 | 2 | -2 | 15 | -5 | -6 | 1.1
O=C(Nc1nc2c(s1)CCCC2)c1ccc(Br)s1
→ -6 | 23 | -3 | -5 | 13 | 4 | 32 | 15 | 0.85
Cc1cccc(NC(=S)N2CCC(NC(=O)c3cccc(F)c3)CC2)c1
→ -5 | -11 | -3 | -1 | -4 | 22 | -12 | -4 | 1
Nc1nc(SCC(=O)Nc2ccccc2-c2ccccc2)n[nH]1
→ -2 | 24 | -1 | -5 | 24 | 8 | -11 | 1 | 0.99
Cc1ccc(CC2CC(=O)N(c3ncccn3)C2=O)cc1 (stereo not drawn)
→ -2 | -3 | -2 | 0 | 0 | 5 | -9 | 3 | 0.97
CCn1c(O)c(N=NC2=NC(=O)CS2)c2ccccc21
→ 12 | 11 | -3 | -1 | 2 | 13 | 4 | 17 | 0.83
CN(C)c1ccc(C2CC(=O)C=C(Nc3ccccc3N)C2)cc1 (stereo not drawn)
→ 11 | 1 | 0 | 0 | 14 | 21 | -34 | 6 | 0.94
CCc1ccc(OCC(=O)NNC(=S)NC(=O)C2CC2)c(Br)c1
→ 40 | 12 | -3 | -7 | -73 | 42 | -11 | 12 | 0.88

Record cards, from the list above. Values in the order: APOBEC3G inh, tim10-1 inh, A3A deaminase, beta cell repl, hIAP inh, NALP3 yeast inh, TIM10 inh, mIAP block, mIAP activ
Results for Cc1cccc(NC(=S)N2CCC(NC(=O)c3cccc(F)c3)CC2)c1 : -5, -11, -3, -1, -4, 22, -12, -4, 1
Results for CCn1c(O)c(N=NC2=NC(=O)CS2)c2ccccc21 : 12, 11, -3, -1, 2, 13, 4, 17, 0.83
Results for O=C(Nc1ccccc1-c1nnn(CC(=O)N2CCOCC2)n1)c1ccc(F)cc1 : 3, 13, 2, 3, 2, -8, -8, 4, 0.96
Results for CCSc1nnc(NC(=O)CC)s1 : -6, 4, -4, 1, 22, -6, 2, -1, 1

(more compounds)
Each structure is followed by: APOBEC3G inh | tim10-1 inh | A3A deaminase | beta cell repl | hIAP inh | NALP3 yeast inh | TIM10 inh | mIAP block | mIAP activ
COc1ccc(-n2cnnc2SCc2csc(-c3ccccc3)n2)cc1
→ -4 | 28 | -2 | 0 | 13 | -10 | 25 | -1 | 1
Cc1cc(-c2cc(-c3ccc(Cl)cc3)nc(N)c2C#N)co1
→ 8 | 25 | -1 | -4 | -11 | 15 | 29 | 11 | 0.89
COc1ccccc1N1CCN(/N=C\c2sccc2C)CC1
→ -5 | 0 | -4 | -3 | -7 | 38 | 10 | 3 | 0.97
COc1ccc(CCNC(=O)c2ccc(C)s2)cc1OC
→ -17 | -13 | -1 | 4 | 10 | 5 | 6 | -5 | 1
C[C@H](CO)N1C[C@H](C)[C@@H](CN(C)C(=O)Nc2ccc(C(F)(F)F)cc2)Oc2c(NC(=O)CCC(F)(F)F)cccc2C1=O
→ -9 | 7 | -1 | -3 | 4 | 2 | 1 | -8 | 1.1
O=C(c1ccc(S(=O)(=O)N2CCCC2)cc1)N1CCCCC1
→ -3 | -10 | 4 | 4 | -2 | 0 | 7 | -1 | 1
COc1ccc(-c2cc(C(=O)N3CCCc4ccccc43)no2)cc1OC
→ 2 | 34 | 4 | 4 | -20 | 14 | 17 | -6 | 1.1
O=C(NNC(=S)Nc1ccc(F)cc1)[C@H]1C[C@@H]1c1ccccc1
→ -7 | 11 | -5 | -2 | -6 | -10 | 12 | 4 | 0.95
O=C(N/N=C/c1c[nH]c2c1ccc1ccccc12)c1ccc([N+](=O)[O-])cc1
→ 0 | -1 | 0 | 0 | -13 | 8 | -26 | 4 | 0.96
CCOC(=O)Nc1ccccc1C(=O)Nc1cc(C)cc(C)c1
→ -4 | 34 | 4 | 0 | 0 | -1 | 24 | 0 | 1
Cc1[nH]c2ccc(C(=O)NCCCN3CCOCC3)cc2c1C
→ 0 | -3 | -3 | -4 | 0 | 14 | 1 | 3 | 0.97
Cc1cccc(NC(=O)/C(=C/c2cccc([N+](=O)[O-])c2)NC(=O)c2cccs2)c1
→ -2 | 12 | 1 | -2 | 22 | 10 | -14 | 4 | 0.96
CCc1ccc(CNC(=O)CC2C(=O)NCCN2Cc2ccccc2F)nc1 (stereo not drawn)
→ -7 | 16 | -5 | 2 | 3 | 15 | -4 | 6 | 0.94
COc1ccc(NC(=O)COC(=O)C2CC(=O)N(c3ccc(C)cc3)C2)cc1 (stereo not drawn)
→ -1 | 25 | 4 | -2 | -12 | 18 | 13 | -5 | 1
Cc1nc(SCC(=O)NCC2CCCO2)c2c3c(sc2n1)CCCC3 (stereo not drawn)
→ -9 | 32 | -6 | 1 | -2 | 22 | 34 | -7 | 1.1
O=C(O)c1cccc(-n2c(/C=C/c3cccc([N+](=O)[O-])c3)nc3ccccc3c2=O)c1
→ -7 | 12 | -2 | 0 | -12 | 14 | -3 | 4 | 0.96
CCNC(=S)N1CCC(C(O)(c2ccccc2)c2ccccc2)CC1
→ -2 | -6 | 0 | -4 | -7 | 21 | 3 | -5 | 1.1
